Screening results: PubChem, The Scripps Research Institute Molecular Screening Center
OXTR potentiator – human OXTR potentiation; P30559; CHO-OTR cells, Fluo-8 calcium fluorescence, potentiator mode; 0% = oxytocin EC15, 100% = EC100; activation, % at 3 µM; 320,000 tested, 0.061% active; AID 2445;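 active = activation above that plate's cutoff, the mean activation of tested compounds plus 3 SD, cut at about 6.6% in these data, passing the limit was not always enough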;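 also: 100% uses oxytocin at 75 nM as the full agonist control; some results filed as inactive read as strong as hits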
Target sequence (P30559 whole entry, looked up): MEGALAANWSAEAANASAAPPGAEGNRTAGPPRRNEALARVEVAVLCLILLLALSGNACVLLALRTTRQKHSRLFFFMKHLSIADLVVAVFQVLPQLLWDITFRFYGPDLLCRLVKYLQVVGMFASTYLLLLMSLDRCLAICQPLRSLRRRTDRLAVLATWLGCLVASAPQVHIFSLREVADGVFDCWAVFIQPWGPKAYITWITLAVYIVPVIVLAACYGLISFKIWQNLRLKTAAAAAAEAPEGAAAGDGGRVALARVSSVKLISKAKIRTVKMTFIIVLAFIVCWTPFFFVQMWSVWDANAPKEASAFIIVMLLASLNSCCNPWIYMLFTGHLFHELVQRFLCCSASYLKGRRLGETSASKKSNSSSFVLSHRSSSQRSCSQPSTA
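System: human OTR in CHO cells; Also added: sub-maximal oxytocin, roughly EC15; Timing: compound 6 min at room temperature before oxytocin, 100 s read; Technique: Fluo-8 intracellular calcium fluorescence, ex 470-495, em 515-575 nm; Controls: oxytocin EC15 low and EC100 high; Replication: singlicate.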
CHO-K1 Ca ag – counter-screen for M1 agonists: effect in parental CHO-K1 cells | Fluo-8 calcium fluorescence; scaled to maximal ATP response, vehicle zero | activation, % at 3 µM | 360,000 tested, 0.48% active | AID 602248; in the data active = activation above about 15%;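 also: untransfected CHO-K1 host cells lacking M1 receptor as counterscreen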
CHO-K1 Ca antag – counter-screen for M1 antagonists: effect in parental CHO-K1 cells | ATP-induced calcium, Fluo-8 fluorescence | AID 602250 | inhibition, % at 3 µM | 360,000 tested, 0.6% active;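 active = inhibition above a per-plate cutoff, the plate's mean sample inhibition plus 3 SD, cut at about 24% in these data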;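 also: 0% = DMSO plus EC80 ATP and 100% = DMSO alone without ATP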
CHRM1 PAM – positive allosteric modulators of human M1 muscarinic receptor; P11229; CHO-K1 hM1, Fluo-8 calcium fluorescence, ACh EC20; 0% = ACh EC20, 100% = maximal ACh; activation, % at 3 µM; 360,000 tested, 0.088% active; AID 588819; in the data active = activation above about 19%, passing the limit was not always enough
Target sequence (P11229 whole entry, looked up): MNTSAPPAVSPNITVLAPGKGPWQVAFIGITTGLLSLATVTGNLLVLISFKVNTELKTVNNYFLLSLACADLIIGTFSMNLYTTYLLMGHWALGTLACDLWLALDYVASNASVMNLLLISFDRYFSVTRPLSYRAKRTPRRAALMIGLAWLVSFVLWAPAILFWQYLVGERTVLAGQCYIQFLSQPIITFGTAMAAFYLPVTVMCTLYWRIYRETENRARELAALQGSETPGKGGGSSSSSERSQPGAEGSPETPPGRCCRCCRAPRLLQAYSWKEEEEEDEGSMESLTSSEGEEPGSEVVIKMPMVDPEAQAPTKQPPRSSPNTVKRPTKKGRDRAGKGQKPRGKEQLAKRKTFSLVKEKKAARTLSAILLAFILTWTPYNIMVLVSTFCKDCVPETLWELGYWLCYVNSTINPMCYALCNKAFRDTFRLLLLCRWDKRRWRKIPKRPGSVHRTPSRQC
CHRM4 agonist – agonists of human muscarinic M4 receptor (CHRM4). P08173. CHO-K1 hM4/Gqi5, Fluo-8 calcium fluorescence; vehicle 0%, full acetylcholine response 100%. activation, % at 3 µM. 360,000 tested, 0.14% active;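 active = activation above the run mean over all test wells plus 3 SD, cut at about 32% in these data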;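 also: peak over basal fluorescence ratio per well then scaled between controls; 0% = DMSO wells and 100% = acetylcholine at EC100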
CHRM1 agonist – activates human CHRM1 receptor. P11229. CHO-K1 hM1, Fluo-8 calcium fluorescence, agonist mode; 0% DMSO, 100% acetylcholine EC100. activation, % at 3 µM. 360,000 tested, 0.33% active. AID 588814;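 active = activation above the run's mean compound activation plus 3 SD, cut at about 16% in these data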;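 also: peak over basal fluorescence ratio within a 140 s kinetic read after compound addition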
CHO parental Ca – signal in parental CHO cells, OX1R antagonist counter-screen; parental CHO-K1, ATP-induced calcium, Fluo-8 fluorescence; inhibition, % at 5.6 µM; 330,000 tested, 0.63% active; AID 463079;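 active = inhibition above that plate's mean sample inhibition plus 3 SD, cut at about 26% in these data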;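 also: 0% = ATP-challenged DMSO wells and 100% = DMSO wells without ATP; some compounds past the cut are filed as inactive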
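Test system: parental CHO cells; detection: calcium-sensitive Fluo-8 fluorescence; evaluation: percent inhibition of calcium signal; also added: ATP as calcium-mobilizing challenge; repeats: one well per compound; control set: ATP-challenged DMSO wells low, unchallenged DMSO wells high; compound: single nominal dose of 5.6 µM per compound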
M1 antag – blocks human M1 muscarinic receptor; P11229; CHO-K1 hM1, Fluo-8 calcium fluorescence, ACh EC80 antagonist; inhibition, % at 3 µM; 360,000 tested, 1.3% active; AID 588852;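 active = percent inhibition above its own plate's cutoff, namely the mean of that plate's compound wells plus 3 SD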;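 also: peak over basal fluorescence ratio during 140 s after agonist addition; 0% = ACh EC80 plus DMSO and 100% = DMSO alone without agonist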
CHRM4 antagonist – antagonists of human muscarinic M4 receptor (CHRM4); 360,000 tested, 0.73% active; inhibition, % at 3 µM; CHO-hM4 cells, ACh EC80, Fluo-8 calcium fluorescence;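 active = inhibition above its plate's cutoff, the mean inhibition of sample wells plus 3 SD, cut at about 27% in these data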;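 also: 0% = acetylcholine EC80 with DMSO and 100% = DMSO without agonist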
* marks the source's active call; other numbers are inactive results; · = no result given. The order is random; about 2.9% have a hit in one of these screens.

The line under a structure holds: M1 antag | OXTR potentiator | CHRM1 agonist | CHO parental Ca | CHRM4 antagonist | CHRM1 PAM | CHRM4 agonist | CHO-K1 Ca antag | CHO-K1 Ca ag
> COCCNC(=O)C1(C)CCCN(C(=O)c2ccc(C(=O)OC)cc2)C1 (stereo not given)
→ -10 | · | -1 | · | -14 | 2 | 0 | -2 | -0.4
> CN(C)S(=O)(=O)n1cc(/C=C(\NC(=O)c2ccccc2)C(=O)N2CCOCC2)c2ccccc21
→ -17 | -4 | -1 | -27 | 10 | 16 | 1 | -11 | 0.9
> CCOC(=O)c1ccc(OS(=O)(=O)c2ccccc2)c(OC)c1
→ 9 | -8 | -11 | -7 | 6 | -9 | 1 | -6 | 1.1
> COc1cccc2cc(C(C)N(CCCN3CCOCC3)C(=S)Nc3cccc(C)c3)oc12 (stereo not given)
→ -13 | -7 | -6 | -15 | 2 | 5 | 0 | -14 | 0.1
> O=C(CN1C(=O)C2CCCCC2C1=O)OCC(=O)c1ccc(Cl)s1 (stereo not given)
→ 0 | -8 | -2 | -3 | 4 | 4 | 4 | 5 | -0.2
> CCCCOc1ccc(CC2CCC(=O)NC2=O)cc1 (stereo not given)
→ -5 | -16 | -8 | 6 | 0 | 9 | 1 | -7 | 0.3
> CC(C)c1ccc(C2C3=C(COC3=O)Nc3cc4c(cc32)OCO4)cc1 (stereo not given)
→ -2 | -1 | -5 | -1 | -9 | 4 | -1 | -10 | 0.4
> Cc1cc(C)c(S(=O)(=O)c2c(C)cccc2C)c(Cl)n1
→ -4 | -1 | -5 | -5 | 9 | 9 | -1 | 2 | -0.3
> Cc1nnc(C)n1/N=C/c1cc(Br)ccc1O
→ -9 | -5 | -1 | -1 | 2 | 11 | 0 | -4 | 0.2
> O=C(COc1ccc(/C=N/NS(=O)(=O)c2ccccc2)cc1)Nc1ccccc1
→ -15 | -2 | -4 | -5 | -4 | 10 | 3 | 9 | -0.1
> COc1cccc(OCc2cc(C(=O)NCc3ccccn3)no2)c1
→ -1 | 1 | -4 | -18 | 11 | 0 | 2 | -7 | 0.0
> Cc1onc(-c2ccccc2Cl)c1C(=O)O/N=C(\N)c1ccc([N+](=O)[O-])o1
→ -4 | -5 | -1 | -23 | -2 | 13 | 0 | 5 | -0.3
> COCCn1c(=O)sc2ccccc2c1=O
→ -7 | -3 | -10 | 0 | -7 | 13 | 1 | -3 | -0.1
> CC(C)Sc1nc2c(c(=O)n(C)c(=O)n2C)n1C
→ -1 | -6 | -2 | 1 | 3 | -2 | 2 | -13 | -0.1
> CCOC(=O)c1cc(-c2ccccc2)sc1NC(=O)C(C)OC(=O)c1cccnc1Cl (stereo not given)
→ -5 | -6 | -2 | -11 | -3 | 4 | 0 | -1 | -0.1
> CCOc1cc(NCc2ccccc2)c2ncn(C(C)C)c2c1
→ -19 | -5 | 8 | -34 | -4 | 12 | 7 | -11 | 2.3
> CN1CCN(C(=O)c2ccc(-c3cc4nc(NCc5cccnc5)n(C)c(=O)c4s3)cc2)CC1
→ -23 | · | -4 | · | -3 | 17 | 0 | -10 | 0.4
> O=C(COC(=O)c1ccc([N+](=O)[O-])o1)Nc1cccc(S(=O)(=O)N2CCOCC2)c1
→ 0 | -3 | -5 | -6 | 8 | -6 | 2 | -7 | 1.8
> Cc1ccc(S(=O)(=O)/C(C#N)=C/c2ccccc2OCc2ccccc2)cc1
→ -9 | -12 | -6 | -5 | 4 | 12 | 1 | 7 | -0.5
> C=CCOC(=O)C1=C(C)N(C)C(=O)NC1c1cc2c(cc1Br)OCO2 (stereo not given)
→ 20 | 1 | -5 | -26 | 7 | -6 | -1 | 2 | -0.3
> Cc1ccc(N2C(=O)CN(Cc3cccs3)C2=S)cc1C
→ -6 | -3 | -4 | -18 | -7 | 6 | 1 | -16 | 0.1
> O=C(CN(Cc1ccc(F)cc1)C(=O)CNS(=O)(=O)c1ccc(Cl)cc1)NCC1CCCO1 (stereo not given)
→ -19 | -4 | -6 | -12 | -7 | 14 | 2 | 5 | 0.9
> CCCc1cc(=O)oc2c(C)c(OC(C)C(=O)NCCN3CCOCC3)ccc12 (stereo not given)
→ -8 | -6 | -13 | -18 | -4 | 0 | 2 | -3 | 1.0
> CCc1nc2ccc(C(=O)NCCC(C)C)cn2c1N(C)Cc1ccc(OC)cc1
→ 4 | · | -9 | · | -1 | 2 | 4 | -16 | 1.1
> CN1CCN(c2nc(Nc3cccc(C(F)(F)F)c3)nc(N3CCOCC3)n2)CC1
→ 2 | -2 | 10 | -7 | 13 | 1 | 0 | -7 | 0.6
> CCN(C(=O)c1ccc(S(=O)(=O)N2CCC(C)CC2)cc1)C1CCS(=O)(=O)C1 (stereo not given)
→ 4 | -4 | -6 | -2 | -7 | -1 | 1 | -7 | 0.0
> COc1ccc(C2NC(=O)CS2)cc1 (stereo not given)
→ -2 | -10 | -4 | -6 | -1 | -6 | 1 | 3 | -0.3
> Cc1cc(NC(=O)c2cccc(Br)c2)no1
→ -19 | -7 | -1 | 3 | 23 | 15 | 1 | -10 | 0.3
> CC(NC1CCCCC1)C(=O)NN=C(c1ccccc1)c1ccccc1 (stereo not given)
→ 4 | -1 | -6 | -20 | -3 | -9 | 0 | -19 | 0.5
> Cc1cccc(NC(=O)C2CCN(C(=O)c3ccc(F)cc3)CC2)n1
→ -5 | -12 | 0 | 6 | -10 | 7 | 1 | -5 | 1.4
> O=S1(=O)CC2SC(=S)N(c3ccccc3)C2C1 (stereo not given)
→ 3 | 1 | 0 | 7 | 2 | 3 | 1 | -5 | 0.2
> CCCSC1=C(C#N)C2(CCCCC2)C(C#N)=C(N)N1
→ 1 | -31 | 1 | 10 | 2 | 1 | 11 | -7 | 8.6
> CCOC(=O)COc1cc2oc(=O)cc(C)c2cc1[N+](=O)[O-]
→ 4 | 1 | -5 | -1 | 1 | 0 | 1 | -12 | 0.7
> CCc1cccc(C)c1NC(=O)C1C2CCC(O2)C1C(=O)O (stereo not given)
→ 0 | -16 | -1 | -16 | -2 | 4 | 0 | -3 | 0.5
> COc1ccccc1NC(=O)C1C2CCCCC21 (stereo not given)
→ 0 | 1 | -5 | -8 | 2 | 7 | 0 | -15 | 0.1
> CCOC(=O)C1Oc2ccccc2C(c2ccc(F)cc2)=C1C(=O)OC (stereo not given)
→ -13 | · | -6 | -25 | -12 | 15 | -2 | -22 | -0.8
> COc1ccc(C2(CNC(=O)c3ccc(OC)c([N+](=O)[O-])c3)CCCCC2)cc1OC
→ -6 | -6 | -5 | -15 | -7 | 4 | 7 | -2 | 3.2
> COc1ccc(S(=O)(=O)Nc2ccccc2OC)cc1N=Nc1c(O)[nH]c(=S)[nH]c1=O
→ 4 | 1 | -1 | -7 | -5 | -3 | 1 | -16 | 0.3
> C=CCn1c(SCC(=O)c2cc(C)n(CCOC)c2C)nc2sc(C)c(C)c2c1=O
→ 13 | -7 | -1 | -19 | -3 | -7 | 9 | 4 | 2.6
> CC(=O)Nc1ccc2c(c1)nc1n2CCSC1
→ -3 | 5 | 0 | -7 | 5 | 3 | 2 | -18 | 1.1

Part of the list above in order of formula weight, falling:
The line under a structure holds: M1 antag | OXTR potentiator | CHRM1 agonist | CHO parental Ca | CHRM4 antagonist | CHRM1 PAM | CHRM4 agonist | CHO-K1 Ca antag | CHO-K1 Ca ag
> C=CCn1c(SCC(=O)c2cc(C)n(CCOC)c2C)nc2sc(C)c(C)c2c1=O
→ 13 | -7 | -1 | -19 | -3 | -7 | 9 | 4 | 2.6
> COc1ccc(C2(CNC(=O)c3ccc(OC)c([N+](=O)[O-])c3)CCCCC2)cc1OC
→ -6 | -6 | -5 | -15 | -7 | 4 | 7 | -2 | 3.2
> CC(NC1CCCCC1)C(=O)NN=C(c1ccccc1)c1ccccc1 (stereo not given)
→ 4 | -1 | -6 | -20 | -3 | -9 | 0 | -19 | 0.5
> Cc1cccc(NC(=O)C2CCN(C(=O)c3ccc(F)cc3)CC2)n1
→ -5 | -12 | 0 | 6 | -10 | 7 | 1 | -5 | 1.4
> CCOC(=O)COc1cc2oc(=O)cc(C)c2cc1[N+](=O)[O-]
→ 4 | 1 | -5 | -1 | 1 | 0 | 1 | -12 | 0.7
> CCc1cccc(C)c1NC(=O)C1C2CCC(O2)C1C(=O)O (stereo not given)
→ 0 | -16 | -1 | -16 | -2 | 4 | 0 | -3 | 0.5
> O=S1(=O)CC2SC(=S)N(c3ccccc3)C2C1 (stereo not given)
→ 3 | 1 | 0 | 7 | 2 | 3 | 1 | -5 | 0.2
> CC(=O)Nc1ccc2c(c1)nc1n2CCSC1
→ -3 | 5 | 0 | -7 | 5 | 3 | 2 | -18 | 1.1
> COc1ccccc1NC(=O)C1C2CCCCC21 (stereo not given)
→ 0 | 1 | -5 | -8 | 2 | 7 | 0 | -15 | 0.1

More structures.
The line under a structure holds: M1 antag | OXTR potentiator | CHRM1 agonist | CHO parental Ca | CHRM4 antagonist | CHRM1 PAM | CHRM4 agonist | CHO-K1 Ca antag | CHO-K1 Ca ag
> COCCN(C(=O)CSc1nnc(-c2ccc(C)c(C)c2)o1)c1c(N)n(CC(C)C)c(=O)[nH]c1=O
→ 4 | -2 | -5 | -7 | 1 | 0 | 1 | 3 | 0.5
> NS(=O)(=O)c1cccc(NC(=O)CSc2nnc(-c3ccncc3)n2C2CC2)c1
→ -14 | 0 | -6 | 6 | -32 | 11 | 1 | -22 | -0.1
> On1cnnc1-c1ccccc1
→ -28 | -9 | -1 | 13 | 0 | 2 | 1 | -11 | -0.1
> O=C(/C=C/c1ccc(Br)cc1)Nc1ccc(S(=O)(=O)Nc2ncccn2)cc1
→ -6 | -4 | -3 | -13 | -4 | 6 | 0 | -7 | 0.7
> Cc1nc(-c2ccccc2)sc1-c1ccnn1C
→ -2 | -2 | -4 | -10 | 5 | 3 | 2 | -9 | 3.6
> O=C(NCc1ccco1)c1ccccc1Nc1ccc(F)cc1
→ -5 | -3 | -5 | -1 | -3 | 4 | -2 | -4 | 0.4
> CCN(CC)C(=O)CSc1ncccc1-c1nc2ccccc2[nH]1
→ -5 | -2 | -6 | -1 | -6 | 7 | 1 | -12 | 0.8
> Cc1ccc(OCCN2CCN(C(=O)CCC(=O)Nc3nnc(CC(C)C)s3)CC2)cc1
→ 11 | -14 | 7 | -10 | -9 | -8 | 6 | 1 | 8.4
> CCC(C(=O)Nc1ccncc1)c1ccccc1 (stereo not given)
→ 4 | -13 | -3 | -2 | 6 | 0 | 5 | -7 | 5.1
> COc1ccc(-c2cc(C(=O)NCCCN3CCCC3=O)c3ccccc3n2)cc1OC
→ 20 | 0 | 0 | -9 | 2 | -8 | 10 | -8 | 2.9
> COc1ccc(-n2nc([N+](=O)[O-])c(=NCc3ccc4c(c3)OCO4)n2O)cc1
→ 0 | -7 | -6 | -11 | -1 | 2 | 1 | -6 | 2.6
